# LAP4-GFP MLPCN: yeast TOR pathway LAP4-GFP modulation. S. cerevisiae LAP4-GFP multiplex, flow cytometry GFP, 3 h; median GFP as percent of DMSO wells. 320,000 tested, 0.34% active. GFP response vs DMSO, % at 10 µM. AID 2023;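 active means GFP response vs DMSO above a set limit, about the screen mean plus 3 SD, cut at about 150% in these data; inconclusive means under 70 cell events counted for the yeast strain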
# RPL19A TOR yeast: yeast TOR pathway RPL19A-GFP modulation. S. cerevisiae RPL19A-GFP strain, flow cytometry, 3 h; stronger effect = lower value. AID 2025. percent response vs DMSO, % at 10 µM. 330,000 tested, 0.3% active;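 active means percent response vs DMSO below 50%; inconclusive means fewer than 70 events counted for the yeast strain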;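 further: median channel GFP fluorescence of the barcoded RPL19A-GFP strain; ratio of sample median GFP to plate DMSO average so 100% = DMSO; lower means less RPL19A-GFP as with rapamycin TOR inhibition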
# MEP2 TOR yeast: alters MEP2-GFP fluorescence in TOR pathway yeast screen. S. cerevisiae MEP2-GFP strain, flow cytometry GFP, 3 h; 100% = DMSO control level. GFP response vs DMSO, % at 10 µM. 330,000 tested, 0.51% active. AID 2016;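 active means GFP response versus DMSO above a set limit, roughly screen mean plus 3 SD, cut at about 180% in these data; inconclusive means fewer than 70 cells counted for a yeast strain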;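 further: median GFP fluorescence of the barcode-gated MEP2-GFP cells per well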
# GRK2 aptamer HTS: blocks RNA aptamer binding to human GRK2. inhibition of aptamer binding, % at 10 µM. P25098. 330,000 tested, 0.59% active. bead flow cytometry, FAM-aptamer displacement from GRK2;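 active means inhibition of aptamer binding above 40%, roughly 3 SD of noise, on plates passing a quality check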;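 further: median bead fluorescence of bound FAM aptamer so fluorescent compounds give negative values; no value below 0 was filed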
# GASC-1 inh: blocks human GASC-1 demethylase activity | AID 2099 | 330,000 tested, 0.069% active | inhibition, % at 2.35 µM | GST-JMJD2C(1-420) H3K9me3 demethylation, DELFIA europium;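 active means more than half of a compound's replicate wells show inhibition beyond 50%, single wells judged on their own value; inconclusive means some, but no more than half, of replicates pass 50% inhibition; inactive means no replicate passes 50% inhibition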;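 further: signal counts dimethyl H3K9 product captured on neutravidin plate; 0% = median of DMSO wells and 100% = 0.3 times that DMSO median; strong numbers were not always called active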
# VLA-4 inh: inhibition in a human VLA-4 binding assay; P13612; VLA-4 expressing cells, ligand binding flow cytometry; inhibition, % (about 7 µM as worked out from the volumes in the protocol); 330,000 tested, 0.2% active; in the data active means inhibition above about 50%
# Target sequence (P13612 whole entry, looked up): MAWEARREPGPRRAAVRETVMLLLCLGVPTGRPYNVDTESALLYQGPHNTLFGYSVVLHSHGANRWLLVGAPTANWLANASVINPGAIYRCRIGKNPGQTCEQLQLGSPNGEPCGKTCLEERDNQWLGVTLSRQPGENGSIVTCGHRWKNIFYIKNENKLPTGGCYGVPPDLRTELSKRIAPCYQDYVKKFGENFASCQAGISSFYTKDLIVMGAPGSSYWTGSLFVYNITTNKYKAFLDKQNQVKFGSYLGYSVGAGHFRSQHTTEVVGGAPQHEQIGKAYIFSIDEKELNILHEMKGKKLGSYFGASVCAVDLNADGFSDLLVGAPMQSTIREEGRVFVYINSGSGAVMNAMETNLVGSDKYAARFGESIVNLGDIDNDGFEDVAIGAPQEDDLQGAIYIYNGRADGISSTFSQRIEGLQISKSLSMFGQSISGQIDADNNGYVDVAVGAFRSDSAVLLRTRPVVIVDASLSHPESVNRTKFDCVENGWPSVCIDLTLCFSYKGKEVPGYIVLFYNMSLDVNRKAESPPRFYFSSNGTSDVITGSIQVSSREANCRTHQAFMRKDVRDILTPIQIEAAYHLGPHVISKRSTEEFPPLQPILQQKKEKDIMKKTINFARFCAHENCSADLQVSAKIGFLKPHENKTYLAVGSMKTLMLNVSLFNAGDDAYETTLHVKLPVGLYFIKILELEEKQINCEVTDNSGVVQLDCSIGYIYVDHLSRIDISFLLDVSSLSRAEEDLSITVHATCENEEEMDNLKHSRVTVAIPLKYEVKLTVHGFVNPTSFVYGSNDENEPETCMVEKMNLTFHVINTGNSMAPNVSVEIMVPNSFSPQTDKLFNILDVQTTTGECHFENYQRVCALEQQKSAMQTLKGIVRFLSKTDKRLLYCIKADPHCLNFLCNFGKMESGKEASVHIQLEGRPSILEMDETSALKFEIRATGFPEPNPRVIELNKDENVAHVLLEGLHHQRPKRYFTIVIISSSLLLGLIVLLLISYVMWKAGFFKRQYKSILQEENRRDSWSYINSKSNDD
# AGP1 TOR yeast: yeast TOR pathway AGP1-GFP modulation | GFP response vs DMSO, % at 10 µM | 320,000 tested, 0.02% active | AID 2066 | S. cerevisiae AGP1-GFP multiplex flow cytometry, 3 h; GFP as percent of DMSO wells;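 active means GFP response relative to DMSO above a set limit, near screen average plus 3 SD, cut at about 150% in these data; inconclusive means fewer than 70 cells counted for the yeast strain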;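 further: median GFP channel fluorescence of the gated AGP1 strain per well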
# CIT2-GFP yeast: modulators of TOR pathway CIT2-GFP in S. cerevisiae; S. cerevisiae CIT2-GFP strain, flow cytometry, 3 h; 100 means same as DMSO wells; GFP response vs DMSO, % at 10 µM; 320,000 tested, 0.065% active; AID 2029;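 active means GFP response relative to DMSO above a set limit, near the screen mean plus 3 SD, cut at about 150% in these data; inconclusive means Fewer than 70 cells measured for a yeast strain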;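 further: ratio of well median GFP fluorescence to mean of DMSO wells on the plate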
# * marks the source's active call; other numbers are inactive results; i = inactive; ? = inconclusive; / = no result given; [ ] = dose if it differs, or a comment. Compounds were not picked by outcome. About 1.7% of those tested had a hit in this group.
LAP4-GFP MLPCN,RPL19A TOR yeast,MEP2 TOR yeast,GRK2 aptamer HTS,GASC-1 inh,VLA-4 inh,AGP1 TOR yeast,CIT2-GFP yeast,SMILES
101,95,99,0,7,24,105,98,COCCn1c(=S)[nH]c2cc(C(=O)N3CCc4ccccc4C3)ccc2c1=O
95,98,104,1,3,15,100,97,O=C(O)c1cccnc1SC1CC(=O)N(c2cccc(C(F)(F)F)c2)C1=O (stereo not drawn)
93,101,103,0,3,-2,100,107,O=C(CCCC(=O)N(CC(=O)NC1CCCCC1)c1ccc(F)cc1)Nc1ccccn1
89,104,101,0,-3,11,97,93,Nc1ccc(NC(=O)Nc2ccc(N)cc2)cc1
115,97,98,2,2,1,94,92,O=C(COc1ccccc1Cl)Nc1ccc(C(=O)c2ccc(C(=O)O)cc2)cc1
95,104,100,1,-5,-10,95,101,N#CCOC(=O)C1CSC2(c3ccc(Br)cc3)CCC(=O)N12 (stereo not drawn)
88,100,97,0,1,-1,98,96,Cn1c(SCC(=O)Nc2ncc(C(F)(F)F)cc2Cl)nnc1-c1ccc(Cl)cc1
103,108,102,0,1,2,105,107,CC(=O)c1ccc(S(=O)(=O)N2Cc3ccccc3CC2C(=O)O)cc1 (stereo not drawn)

# 3 entries from above, with two lines to a compound.
# Results follow in this order: LAP4-GFP MLPCN | RPL19A TOR yeast | MEP2 TOR yeast | GRK2 aptamer HTS | GASC-1 inh | VLA-4 inh | AGP1 TOR yeast | CIT2-GFP yeast
O=C(COc1ccccc1Cl)Nc1ccc(C(=O)c2ccc(C(=O)O)cc2)cc1
→ 115 | 97 | 98 | 2 | 2 | 1 | 94 | 92
O=C(CCCC(=O)N(CC(=O)NC1CCCCC1)c1ccc(F)cc1)Nc1ccccn1
→ 93 | 101 | 103 | 0 | 3 | -2 | 100 | 107
Cn1c(SCC(=O)Nc2ncc(C(F)(F)F)cc2Cl)nnc1-c1ccc(Cl)cc1
→ 88 | 100 | 97 | 0 | 1 | -1 | 98 | 96

# Carrying on.
LAP4-GFP MLPCN,RPL19A TOR yeast,MEP2 TOR yeast,GRK2 aptamer HTS,GASC-1 inh,VLA-4 inh,AGP1 TOR yeast,CIT2-GFP yeast,SMILES
92,98,101,0,4,-2,100,100,CCN(CC)c1ccc(NC(=O)Nc2cccc3ccccc23)cc1
97,91,94,0,3,24,94,90,O=C(NNC(=O)c1cccs1)c1ccc(Cl)nc1
98,96,104,0,4,-1,99,92,Cc1cccc(CN2CCN(C(C)C(=O)NC(C)c3ccccc3)CC2)c1 (stereo not drawn)
98,101,96,1,2,10,104,103,Cc1nc2ccc(NC(=S)NC(C)C)cc2nc1C
94,99,97,4,3,12,100,92,O=C1CCCc2nc(NCc3ccco3)ncc21
97,103,105,1,-12,7,108,103,CS(=O)(=O)c1ccc2nc(NC(=O)c3ccccc3Br)sc2c1
95,101,96,0,/,18,89,91,Cc1c(C)c2c(c(C)c1O)CCC(C)(C(=O)O)O2 (stereo not drawn)
97,98,100,1,13,3,97,98,O=C(NCc1cccnc1)C1CC(=O)N(c2ccc(F)cc2)C1 (stereo not drawn)
100,107,103,0,9,7,104,106,CN(Cc1ccc(Cl)s1)C(=O)CNC(=O)CNC(=O)c1ccc(Cl)cc1Cl
117,97,94,0,7,4,96,97,Cc1ccc(-c2nc(CCNC(=O)c3ccco3)cs2)cc1
103,101,105,0,1,4,116,115,Cc1nc(CSc2nnc(N)s2)cs1
85[may fluoresce red],?,80[may fluoresce red],0,0,2,78[may fluoresce red],88[may fluoresce red],O=C1C=C(c2ccccc2)CC(/C=C/c2ccccc2)C1 (stereo not drawn)
100,102,103,2,9,5,100,101,CCOC(=O)CCCNc1ccc([N+](=O)[O-])cc1[N+](=O)[O-]
96,95,89,0,2,0,92,95,Cc1c(C(=O)O)sc2nc3n(c(=O)c12)CCCCC3
66,98,99,1,3,3,92,100,CCOc1cc(/C=N/NC(=O)C(OC)c2ccccc2)ccc1O (stereo not drawn)
117,108,127,0,1,13,104,102,O=C(/C=C/c1ccccc1)Nc1ccc(S(=O)(=O)N2CCOCC2)cc1
89,94,93,0,-9,4,102,96,COc1ccc(CNCC(=O)Nc2cc(C)nn2-c2nc(C)cc(C)n2)cc1OC
81,91,92,0,11,-3,87,100,Cc1ccc(Nc2cc(C)nc3ncnn23)c(C)c1
109,107,105,0,1,6,103,110,CC1(C(=O)NCCOc2ccccc2Cl)CC1(Cl)Cl (stereo not drawn)
110,105,111,4,0,-4,104,101,COC(=O)C(NC(=O)c1cccnc1Cl)C(C)C (stereo not drawn)
107,97,97,0,38,36,102,100,CC[C@@H]1C=C(C(=O)O)[C@H](c2ccc(C)cc2)N1S(=O)(=O)c1ccc(C)cc1
114,101,99,0,-8,8,106,91,Cc1ccc(C(=O)NCC(=O)Nc2cc(C)ccn2)cc1
96,97,107,2,-16,0,99,87,O=C(O)Cc1ccc(NC(=O)C(c2ccccc2)c2ccccc2)cc1
?,?,?,6,116,1,?,?,O=C(c1cc(N2CCCCC2)nc2ccccc12)N1CCOCC1
102,99,106,0,1,-10,93,99,CN(C)c1ccc(NC(=O)Cn2c(=O)n(Cc3ccccc3)c(=O)c3ccccc32)cc1
106,107,106,1,-12,3,107,106,CCC1(c2ccccc2)NC(=O)N(CC(=O)NCc2ccc(C)cc2)C1=O (stereo not drawn)
96,98,98,0,-5,-5,100,103,CC(=O)c1cc(CC(=O)N2CCc3c([nH]c4ccccc34)C2c2ccccn2)cs1 (stereo not drawn)
107,102,112,0,/,3,111,111,COc1ccc(-c2cc(=O)oc3cc(OC(C)C(=O)NC(Cc4c[nH]c5ccc(O)cc45)C(=O)O)ccc23)cc1 (stereo not drawn)
113,103,102,2,11,10,105,98,CSc1nc(NCCOCCO)c2sc3nc(-c4ccco4)c4c(c3c2n1)CCC4
98,108,111,1,-9,2,103,98,CCC(C)C(NC(=O)C1CCC(C)CC1)C(=O)NCc1ccco1 (stereo not drawn)
91,103,106,4,-10,-1,92,93,COc1ccc(CCN2C(=O)C3C4C=CC(C5CC45)C3C2=O)cc1OC (stereo not drawn)
107,103,101,2,16,13,106,109,O=C(Cn1cnc2c(nnn2-c2ccccc2)c1=O)NCCc1ccccc1
102,96,95,0,-3,10,104,97,Cc1ccc(SCc2[nH]nc3c2C(c2ccco2)C(C#N)=C(N)O3)cc1 (stereo not drawn)
101,99,110,3,i,11,75,93,Cc1nn(-c2ccc(F)cc2)c2sc(C(=O)OCC(=O)N3CCC(C)CC3)cc12
126,101,106,3,-14,32,104,101,COC(=O)C(C)Oc1ccc2cc(-c3ccccc3)c(=O)oc2c1 (stereo not drawn)
100,96,99,2,13,-6,102,93,COc1cc2ncc(C(=O)c3ccccc3)c(N3CCN(Cc4ccccc4)CC3)c2cc1OC
96,101,101,0,-34,4,106,98,Cc1ccc(NC(=O)COC(=O)c2ccc3c(c2)NC(=O)C2CCCN32)cc1 (stereo not drawn)
105,104,108,0,6,0,106,106,CCOC(=O)c1c(CC(C)C)csc1NC(=O)C(C)C
94,101,99,2,-2,18,103,101,C#CCOCCOCCOCCNc1nc(N2CCOCC2)nc(N2CCN(C(=O)CCCCCCCCCCNC(=O)[C@@H](CCC(=O)O)n3cc(CCCCCN)nn3)CC2)n1
105[may fluoresce violet],61[may fluoresce violet],234*[may fluoresce violet],1,11,18,20[may fluoresce violet],?,CCCC[n+]1c2ccccc2cc2ccccc21
110,90,92,0,2,-11,90,86,Cc1ccc(S(=O)(=O)N(C)/N=C/c2ccc(C(=O)O)cc2)cc1
95,98,100,7,3,-1,100,95,CCOc1cc(N2CCOCC2)c(OCC)cc1NC(=O)Cc1cccc(OC)c1
121,102,130,2,-1,35,106,126,CC(=O)N1CCN(S(=O)(=O)c2cccc(C(=O)NNC(=O)Cn3nc(C)cc3C)c2)CC1
102,97,96,3,10,-6,106,109,N=C1/C(=C/c2ccc(OC(=O)c3ccco3)cc2)C(=O)N=C2SC=CN12
106,90,94,0,6,6,97,76,COC(=O)c1cc(COC(=O)CNC(=O)c2ccc(Br)cc2)oc1C
114,103,104,1,-5,16,108,96,N/C(Cc1ccc([N+](=O)[O-])cc1)=N\OC(=O)COc1ccccc1Cl
100,104,102,5,43,5,91,93,Cc1ccc(C)c(C(=O)COC(=O)C(C)N2C(=O)C3C4CCC(C4)C3C2=O)c1 (stereo not drawn)
91,96,92,1,-21,0,93,89,O=C(c1ccc(S(=O)(=O)N2CCOCC2)cc1)N1CCc2ccccc2C1
104,113,107,0,-7,7,107,114,Cc1nn(CCC(=O)NNC(=S)Nc2ccc(F)cc2)c(C)c1Br
?,?,?,3,9,-5,?,?,O=C(NCc1ccccc1)N1CCN(c2ccc(F)cc2)CC1
111,93,105,0,3,-6,96,92,O=C(Cc1c(F)cccc1Cl)NC1CCN(Cc2ccccc2)CC1
108,93,98,3,-6,3,95,94,COc1cccc(N2CCN(c3ncccn3)CC2)c1
105,103,103,7,-10,4,100,96,CCN(C(=O)CSc1nnc2c3ccccc3n(CC)c2n1)C1CCS(=O)(=O)C1 (stereo not drawn)
107,98,100,2,-4,7,97,93,CSc1ccccc1NC(=O)CN(C)C(=O)c1ccc(-n2cccn2)cc1
96,111,109,1,-2,5,105,102,COC(=O)C(CCSC)NS(=O)(=O)c1ccc(Cl)cc1 (stereo not drawn)
98,110,108,0,12,10,109,113,O=S(=O)(NCC1CCCO1)c1ccc(S(=O)(=O)N2CCCC2)cc1 (stereo not drawn)

# Next section
LAP4-GFP MLPCN,RPL19A TOR yeast,MEP2 TOR yeast,GRK2 aptamer HTS,GASC-1 inh,VLA-4 inh,AGP1 TOR yeast,CIT2-GFP yeast,SMILES
107,112,110,1,-19,2,106,111,O=C(O)c1cccc2c1C(=O)c1cccc3snc-2c13
96,96,97,7,-12,7,95,90,Cc1ccc(C)c(S(=O)(=O)NCc2ccncc2)c1
102,95,104,2,-4,-13,91,94,CC(=O)Nc1ccc(-c2cn3cc(C)ccc3n2)cc1
112,102,169,1,2,1,99,108,O=C(CNc1ccc(Br)cc1)NNC1=NCCC1
106,102,120,0,9,1,103,111,C=CCSc1nc2c(c(=O)[nH]c(=O)n2C)n1CC
101,104,107,0,0,32,107,101,CCOC(=O)C1=C(COc2ccccc2)NC(=O)NC1c1ccc(Br)cc1 (stereo not drawn)
101,104,106,13,-6,-20,109,103,COc1ccc(OC)c(NS(=O)(=O)c2c(C)nc3sccn3c2=O)c1
100,100,97,1,-1,-5,103,100,O=C(CSC1=NC(=O)C(c2ccccc2)C(=O)N1)Nc1cccc(Cl)c1 (stereo not drawn)
100,105,96,3,13,9,100,98,Cc1ccc2occ(C3NC(C(=O)O)CS3)c(=O)c2c1 (stereo not drawn)
96,93,91,1,-2,21,88,80,O=C(COc1ccc(F)cc1Br)NCc1ccccn1
103,97,98,2,0,1,100,95,COC(=O)C(Cc1c[nH]c2ccccc12)NC(C)=O (stereo not drawn)
102,95,120,0,-3,8,95,97,Cc1cc2oc(C(=O)N3CCN(CCc4ccccn4)CC3)c(C)c2cc1C
103,98,119,0,-19,8,99,102,COCCNC(=S)N(CCCO)Cc1cc2cc3c(cc2[nH]c1=O)OCCO3
104,101,113,7,1,34,104,102,CC1CCCCC1NC(=O)CC1Oc2ccccc2NC1=O (stereo not drawn)
95,102,96,3,5,-3,99,92,CCOC(=O)c1nn(-c2ccccc2)c(=O)c(C#N)c1C
104,99,99,0,-5,-3,108,90,CO/N=C/C(C#N)=C/c1cc(C(=O)c2ccccc2)cn1C
99,103,107,1,-7,-1,103,107,O=C(C1CCCO1)N1CCN(S(=O)(=O)c2cc(F)ccc2F)CC1 (stereo not drawn)
101,99,95,0,8,-4,102,96,CN(CC(=O)Nc1ccc(N2CCOCC2)cc1)C(=O)COc1ccccc1F
